Dyrk1A ADPGlo: inhibitors of rat Dyrk1A kinase. Q63470. 0.43% of 310,000 active. inhibition, % at 12.5 µM. ADP-Glo luminescence, NFATc1 peptide; in the data active = inhibition above about 50%;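 also: plate controls were vehicle with enzyme for no effect and no enzyme for full effect; many of its hits are not listed in these tables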
GSK3A inh: inhibitors of human GSK-3 alpha kinase; inhibition, % at 10 µM; AID 2650; ADP-Glo luminescence, 60 min; 0.1% of 320,000 active; P49840;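 in the data active = inhibition above about 50%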;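 also: GST-tagged GSK-3 alpha with peptide substrate and 25 µM ATP; 0% = DMSO neutral wells and 100% = GW8510 positive control wells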
aSyn UTR inh: MLPCN primary screen, SNCA 5' untranslated region; alpha-synuclein 5'UTR reporter, inhibitor activity; inhibition, % (tested at 7.5 µM); 0.82% of 300,000 active; AID 1813; in the data active = inhibition above about 60%;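 also: H4 neuroglioblastoma cells stably carrying SNCA 5'UTR luciferase fusion; 0% = DMSO wells and 100% = positive control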
IEC-6 cytotox: kills IEC-6 intestinal cells in KLF5 counter-screen. IEC-6 cytotoxicity, luminescence viability. inhibition, % at 5 µM. 0.78% of 290,000 active. AID 1825; in the data active = inhibition above about 22%;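 also: 0% = plate median of test compound wells and 100% = cytotoxic reference compound wells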
HSF1 activator: increases HSF-1 driven luciferase reporter signal. NIH3T3-HGL HSF-1 luciferase reporter, MG132, 8 h; 100% = twice DMSO control signal. activation, % at 9 µM. 1.7% of 300,000 active. AID 504408;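 active = mean replicate activation of at least 50% with a set share of replicates each reaching 50%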;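 also: 0% = median of the neutral control wells and 100% = twice that signal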
KLF5 inhibitor: suppresses KLF5 promoter-driven expression; DLD-1 KLF5 promoter-luciferase reporter, luminescence; inhibition, % at 5 µM; 0.23% of 290,000 active; AID 1700;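 active = inhibition above a per-plate limit of that plate's mean compound inhibition plus 3 SD, cut at about 60% in these data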;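 also: 0% = DMSO wells and 100% = LY294002 at 200 µM; higher means less KLF5 promoter-driven luciferase light; inactives centre near -14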
Platelet DG rel: platelet dense granule release activity; inhibition, %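 (compounds screened at 7.5 µM in platelet-rich plasma)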; AID 1663; human platelet-rich plasma, SFLLRN dense granule ATP release, luminescence; 0.22% of 300,000 active;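 active = mean replicate score, as percent of positive control, at or above 50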
HSP90 inh: HSP90 refolding inhibition in rabbit reticulocyte lysate | luciferase refolding luminescence, 3 h | inhibition, % at 5.6 µM | 0.91% of 290,000 active | AID 1789;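 active = inhibition above the screen-wide mean plus 3 SD, computed separately per campaign, cut at about 16% in these data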;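 also: 0% = DMSO wells and 100% = 60 µM geldanamycin wells; inhibitors lower the luminescence because luciferase stays unfolded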
GSK3B inh: blocks human GSK3beta kinase activity | GST-GSK3beta kinase, ADP-Glo luminescence, 60 min; active compounds read low | activity score (negative = inhibition), % at 10 µM | 0.038% of 300,000 active;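 active = more than half of replicate wells score below -50%, meaning over 50% inhibition versus plate controls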;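 also: 0% = median DMSO wells and -100% = median GW8510 positive control wells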
Target sequence (P49841 whole entry, looked up): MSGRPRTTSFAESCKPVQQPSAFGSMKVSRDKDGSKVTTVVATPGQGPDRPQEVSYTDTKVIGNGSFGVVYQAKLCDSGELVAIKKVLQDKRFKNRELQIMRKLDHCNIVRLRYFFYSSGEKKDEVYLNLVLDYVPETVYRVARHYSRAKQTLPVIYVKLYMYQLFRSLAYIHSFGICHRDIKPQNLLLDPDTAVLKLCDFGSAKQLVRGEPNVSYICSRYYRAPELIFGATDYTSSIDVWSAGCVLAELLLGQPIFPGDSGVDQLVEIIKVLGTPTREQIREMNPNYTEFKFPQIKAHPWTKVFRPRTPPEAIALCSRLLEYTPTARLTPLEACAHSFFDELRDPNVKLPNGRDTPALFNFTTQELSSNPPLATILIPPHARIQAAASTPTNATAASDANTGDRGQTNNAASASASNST
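Test system: GST-fused GSK3beta enzyme, cell-free | Quantity: 1.6 ng GST-GSK3beta enzyme per well | Reagent: 25 µM ATP with peptide substrate | Schedule: 60 min enzyme reaction, room temperature | Signal: Luminescent ADP-Glo measurement of ADP formed | Read-out basis: Score relative to plate controls | Control set: DMSO and 20 µM GW8510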
HSF1 inh: HSF1 inhibition; activity change, negative = inhibition, % at 7.5 µM (by protocol); 0.77% of 300,000 active; NIH3T3-HGL HSE-luciferase, MG132-induced, luminescence 8 h; active compounds read low;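 active = more than half of replicate wells show activity change below -50%, luminescence cut by over half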;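 also: luciferase reports HSF-1 transcriptional activity via heat shock element; 0% = median of DMSO wells and -100% = zero luminescence signal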
* hit, by the source's call; . = not tested or not shown.

SMILES | Dyrk1A ADPGlo | GSK3A inh | aSyn UTR inh | IEC-6 cytotox | HSF1 activator | KLF5 inhibitor | Platelet DG rel | HSP90 inh | GSK3B inh | HSF1 inh
C#CCOCCOCCOCCNc1nc(N2CCOCC2)nc(N2CCN(C(=O)Cn3cc(CCCN=C(N)N)nn3)CC2)n1 | -2.0 | -2.4 | 4.4 | 2.8 | 5.4 | -25.2 | -7.0 | -5.5 | 1.7 | 0.9
CC(C)c1nc(CN(C)C(=O)N[C@H](C(=O)N[C@@H](Cc2ccccc2)C[C@H](O)[C@H](Cc2ccccc2)NC(=O)OCc2cncs2)C(C)C)cs1 | . | -1.3 | 18.9 | -4.5 | -3.8 | -9.4 | 2.7 | 0.0 | 2.2 | 2.5
Cc1ccc(-n2nnnc2CNC(=O)c2ccc3c(c2)OCO3)cc1C | -0.8 | -0.4 | 9.7 | -2.8 | 11.6 | -13.0 | -19.7 | -6.5 | 1.5 | 4.0
Cc1cccc(/C(N)=N/OC(=O)c2ccco2)c1 | 7.2 | 6.6 | -108.8 | -6.3 | 21.5 | -172.6 | -22.6 | 0.7 | 1.2 | 21.9
CSCCC(NC(=O)c1ccccc1Br)C(=O)NCC1CCCCC1 (stereo not drawn) | -3.8 | -1.0 | -12.3 | 2.0 | -5.5 | -16.6 | -3.6 | 4.7 | -0.5 | 8.6
COc1cccc(CC(=O)OCC(=O)NNC(=O)c2ccc([N+](=O)[O-])cc2)c1 | -4.0 | -0.7 | -0.4 | -5.9 | 4.0 | -32.9 | 15.3 | -1.0 | 1.3 | -3.1
COc1cc2c(cc1OC)CN(C(=O)Cc1ccc(OC)c(S(=O)(=O)N3CCOCC3)c1)CC2 | -0.5 | 0.0 | 2.1 | -1.6 | 0.0 | -14.0 | 4.4 | 0.7 | 1.7 | -3.1
CCC(=O)N1CCc2cc(S(=O)(=O)CCC(=O)NCc3ccccc3OC)ccc21 | . | 2.2 | -4.7 | 3.4 | -0.6 | -17.7 | -4.1 | -1.2 | -2.2 | 1.0
CCC(O)(CC)C(=O)NN(C(=O)CCl)c1ccccc1 | -3.0 | 1.9 | -55.4 | -2.6 | -22.0 | -9.2 | -18.3 | 1.6 | -0.6 | -4.7
COc1ccc(OC2C(=O)N(c3ccc(F)cc3)C2c2ccc(OC)c(OC)c2)cc1 (stereo not drawn) | -4.5 | -2.8 | -4.4 | -2.4 | 15.6 | -15.5 | 0.5 | -1.2 | 5.4 | 8.7
Cc1ccc(C)c(OCc2cc(C(=O)N3CCN(c4ccccc4)CC3)no2)c1 | 0.3 | 0.1 | -115.0 | -2.5 | 55.6* | -151.9 | -3.5 | 2.9 | 0.6 | 38.3
CCOC(=O)CSc1nc2ccccc2n2c(C)nnc12 | . | 1.1 | 13.5 | -6.0 | 9.5 | -36.2 | -5.6 | -4.4 | -2.4 | 5.5
Cc1ccc(C)c(OCCOCCN2CC(C)OC(C)C2)c1C (stereo not drawn) | 0.2 | -3.6 | 11.1 | 2.9 | -3.7 | -3.2 | -1.9 | 6.6 | 0.1 | 4.8
Cc1ccc2oc(=O)c3cc(C(=O)NCCCN4CCCCCC4)sc3c2c1 | 22.8 | -0.1 | -21.6 | 3.3 | 14.4 | 10.1 | 0.6 | 1.3 | -1.8 | -1.7
COc1ccccc1NC(=O)c1ccc(NC(=O)CSc2ncn[nH]2)cc1 | -5.4 | -1.4 | -3.5 | 0.3 | 35.0 | -7.5 | -5.2 | 0.2 | -2.1 | 1.9

Next part; the last two above are carried over.
SMILES | Dyrk1A ADPGlo | GSK3A inh | aSyn UTR inh | IEC-6 cytotox | HSF1 activator | KLF5 inhibitor | Platelet DG rel | HSP90 inh | GSK3B inh | HSF1 inh
Cc1ccc2oc(=O)c3cc(C(=O)NCCCN4CCCCCC4)sc3c2c1 | 22.8 | -0.1 | -21.6 | 3.3 | 14.4 | 10.1 | 0.6 | 1.3 | -1.8 | -1.7
COc1ccccc1NC(=O)c1ccc(NC(=O)CSc2ncn[nH]2)cc1 | -5.4 | -1.4 | -3.5 | 0.3 | 35.0 | -7.5 | -5.2 | 0.2 | -2.1 | 1.9
Cc1[nH]c(=O)[nH]c(=O)c1/C=N/NC(=O)[C@@H](N)CC(C)C | 3.6 | -1.6 | -8.5 | 1.1 | 0.3 | 13.1 | 3.0 | -2.5 | -1.1 | -5.6
CCCCn1nc(C(=O)NNC(=O)c2ccncc2)c2ccccc2c1=O | -3.0 | -1.1 | 3.9 | -6.0 | -5.3 | -36.7 | 11.0 | -3.1 | 1.4 | -6.1
CCOC(=O)CSc1nnc(NC(=O)CN2CCCCC2)s1 | 3.9 | -3.4 | -3.1 | 3.1 | -14.2 | -2.0 | -5.7 | -2.4 | -1.0 | 2.2
CCN(CC)CCCNC(=O)C(C)Sc1nc(-c2ccccc2)cc(C(F)(F)F)n1 (stereo not drawn) | -8.2 | -1.2 | -1.3 | 2.5 | 2.0 | -11.9 | -12.3 | -3.6 | 3.2 | -6.3
CC(=O)/C(=N\Nc1ccccc1)Sc1nncn1C | -0.5 | -1.8 | 4.3 | 6.9 | -4.0 | -1.8 | 10.6 | -0.9 | -1.9 | -0.8
CCN(CC)CC(=O)N1c2ccccc2CCc2ccc(NC(=O)c3cc(OC)c(OC)c(OC)c3)cc21 | -3.3 | -0.3 | 9.6 | 7.8 | 17.2 | 6.7 | 2.1 | 2.5 | 7.4 | 6.9
O=C(COC(=O)c1ccc[nH]c1=O)c1ccc(Cl)s1 | -1.6 | . | 6.4 | 1.5 | -6.5 | -1.6 | -0.8 | -0.9 | 5.0 | 1.9
CCOC(=O)c1c(OCC)[nH]c2ccc(O)cc12 | 9.5 | 1.9 | 2.3 | 2.9 | -22.4 | -3.5 | -0.5 | 1.0 | 2.1 | -14.5
Cc1cc(C(=O)NCc2ccccc2Cl)n(-c2ccccc2)n1 | 5.3 | -0.7 | -6.6 | -6.9 | 15.5 | -25.7 | 0.9 | 1.3 | -4.7 | 4.5
COc1ccc(-c2nnc(NC(=O)CS(=O)(=O)c3ccc(F)cc3)o2)cc1 | 20.3 | 3.0 | 0.2 | . | 5.6 | . | -6.9 | . | 2.9 | 2.6
CCc1nnc(NC(=O)CCc2ccc(C)o2)s1 | -1.8 | 1.1 | -18.8 | -6.9 | 37.5 | -1.0 | 3.5 | -0.7 | -2.3 | 7.6
Cc1cc(C)c(C)c(S(=O)(=O)N2CCN(c3ccccn3)CC2)c1C | 2.8 | -1.1 | 7.3 | -0.8 | 8.2 | -5.0 | 3.5 | -1.8 | -1.0 | -8.7
CCCCCNC(=O)Cc1cc(=O)[nH]c(=O)[nH]1 | -0.7 | -1.4 | 12.2 | 8.4 | -2.7 | -27.4 | 1.6 | 5.6 | 2.6 | -2.8

Rewritten tab-delimited: 5 of the compounds above.
structure	Dyrk1A ADPGlo	GSK3A inh	aSyn UTR inh	IEC-6 cytotox	HSF1 activator	KLF5 inhibitor	Platelet DG rel	HSP90 inh	GSK3B inh	HSF1 inh
CCCCn1nc(C(=O)NNC(=O)c2ccncc2)c2ccccc2c1=O	-3.0	-1.1	3.9	-6.0	-5.3	-36.7	11.0	-3.1	1.4	-6.1
CCN(CC)CCCNC(=O)C(C)Sc1nc(-c2ccccc2)cc(C(F)(F)F)n1 (stereo not drawn)	-8.2	-1.2	-1.3	2.5	2.0	-11.9	-12.3	-3.6	3.2	-6.3
CCOC(=O)c1c(OCC)[nH]c2ccc(O)cc12	9.5	1.9	2.3	2.9	-22.4	-3.5	-0.5	1.0	2.1	-14.5
Cc1cc(C(=O)NCc2ccccc2Cl)n(-c2ccccc2)n1	5.3	-0.7	-6.6	-6.9	15.5	-25.7	0.9	1.3	-4.7	4.5
Cc1[nH]c(=O)[nH]c(=O)c1/C=N/NC(=O)[C@@H](N)CC(C)C	3.6	-1.6	-8.5	1.1	0.3	13.1	3.0	-2.5	-1.1	-5.6

Screens deposited in PubChem by several laboratories.

Not all compounds are listed (hit frequency here may not be typical).
